# HCMV antiviral: inhibitors of human cytomegalovirus | HFF cells, HCMV-luciferase reporter, 72 h; active compounds read low | activity change, negative = inhibition, % at 57.5 µM | 410,000 tested, 4.5% active | AID 1259415; in the data active means activity change below about -60%; inconclusive means no clear call, values can overlap the other calls; inactive means above about -39%
#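 Inhibition of viral replication was scored as loss of reporter luminescence in HFFs infected with HCMV-luciferase (MOI 1 PFU/cell) for 72 h; compounds tested at 2 doses, normalized to buffer and Salinomycin controls.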
# Tb PYK inh: T. brucei pyruvate kinase inhibition. Q57TT1. Potency, µM (series often up to 76.8 µM), for inactives: at the highest dose activity, negative = inhibition, actives largely listed as inhibitors. AID 624173. 410,000 tested, 0.12% active. TbPYK enzyme, Kinase-Glo Plus ATP luminescence, 45 min; further: potency means the concentration at half of the fitted maximal effect; nearly all actives have a fitted effect of over 50% in size
#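 Readout: single end-point luminescence (Kinase-Glo Plus, 10 min). Reaction conditions were TbPYK/substrate plus 130 uM ADP, 45 min at RT, pH 7.2 TEA buffer. No-enzyme wells served as controls, and data were normalized before concentration-response fitting.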
# LmPK inh: blocks Leishmania mexicana pyruvate kinase activity | purified LmPK, Kinase-Glo ATP luminescence, 1 h | Potency, µM (series often up to 57.5 µM), for inactives: at the top dose activity change, negative = inhibition, actives largely listed as inhibitors | 290,000 tested, 0.37% active | AID 1721; further: potency means the concentration at half of the fitted maximal effect
# Target sequence (Q27686 whole entry, looked up): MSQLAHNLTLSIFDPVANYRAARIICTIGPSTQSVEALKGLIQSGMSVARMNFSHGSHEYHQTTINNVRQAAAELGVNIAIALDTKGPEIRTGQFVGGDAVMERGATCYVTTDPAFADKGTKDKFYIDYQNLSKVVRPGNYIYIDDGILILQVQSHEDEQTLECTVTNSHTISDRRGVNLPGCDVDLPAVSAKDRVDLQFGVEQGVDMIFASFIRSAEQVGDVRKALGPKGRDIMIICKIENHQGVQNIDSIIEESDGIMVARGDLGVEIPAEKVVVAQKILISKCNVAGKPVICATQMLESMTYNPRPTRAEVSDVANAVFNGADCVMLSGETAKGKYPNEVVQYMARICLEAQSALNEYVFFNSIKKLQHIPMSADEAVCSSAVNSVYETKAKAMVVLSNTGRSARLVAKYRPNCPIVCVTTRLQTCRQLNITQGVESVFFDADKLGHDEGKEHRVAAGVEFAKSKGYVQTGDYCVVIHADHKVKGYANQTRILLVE
#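 0.1 nM LmPK, 0.5 mM PEP, 0.1 mM ADP; 50 mM imidazole pH 7.2, 7 mM MgCl2, 50 mM KCl; 1 h RT. Kinase-Glo luminescence readout, normalized to no-enzyme (full inhibition) and uninhibited wells.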
# HCV inhibitor: blocks hepatitis C virus; Huh7.5.1 HCVcc-Cre infection, luciferase reporter, 44 h; Potency, µM (titrated, usually from 41.8 µM), for inactives: at the highest dose activity change, negative = inhibition, hits mostly inhibitors; 340,000 tested, 3.4% active; AID 651820; further: potency means the concentration at half of the fitted maximal effect
#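 A cell-based infection assay in which seeded cells (1,000 per well) receive test compound after 4 h, are inoculated with HCVcc-Cre at approximately 0.5 moi, and are incubated 44 h before luminescence detection.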
# AMA1 RON2 block: inhibitors of Plasmodium falciparum AMA1-RON2 interaction; 360,000 tested, 0.2% active; Potency, µM (highest dose often 58.2 µM), for inactives: top-dose activity change, negative = inhibition, actives largely listed as inhibitors; AID 720542; AlphaScreen AMA1-biotinylated RON2 peptide binding;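 further: potency means the concentration at half of the fitted maximal effect; 0% = vehicle wells and -100% = peptide control; nearly all actives have a fitted effect of over 45% in size; some results filed as inactive show a strong effect at the top dose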
#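 AMA1 (3D7) with his tag at 25 nM final met compounds first, then biotinylated RON2 peptide at 25 nM; detection used donor plus acceptor beads, 10 µg/mL apiece, read by AlphaScreen after 30 min at room temperature.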
# AmpC inh no detg: AmpC beta-lactamase inhibition without detergent | P00811 | AmpC nitrocefin hydrolysis, absorbance 480 nm, 0.0001% Triton | Potency, µM (titrated, usually from 57.1 µM), for the others: top-dose activity change, negative = inhibition, most hits filed as inhibitors | 330,000 tested, 0.52% active | AID 485341;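 further: potency means the concentration at half of the fitted maximal effect; plate controls were no compound for no effect and no enzyme for full effect; nearly all actives have a fitted effect of over 20% in size; some results filed as inactive show a strong effect at the top dose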
# Target sequence (P00811 whole entry, looked up): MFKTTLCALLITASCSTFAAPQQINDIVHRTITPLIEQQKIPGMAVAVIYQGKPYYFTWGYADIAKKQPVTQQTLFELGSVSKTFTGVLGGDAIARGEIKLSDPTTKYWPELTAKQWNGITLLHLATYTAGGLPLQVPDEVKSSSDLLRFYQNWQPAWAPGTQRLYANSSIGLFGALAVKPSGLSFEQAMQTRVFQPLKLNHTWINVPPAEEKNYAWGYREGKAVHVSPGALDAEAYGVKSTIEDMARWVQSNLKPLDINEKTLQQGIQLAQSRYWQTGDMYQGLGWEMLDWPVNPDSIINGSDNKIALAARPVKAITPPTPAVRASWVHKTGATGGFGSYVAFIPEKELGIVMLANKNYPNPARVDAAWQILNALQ
#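 20 mM phosphate pH 7.0 + 0.01% (detergent screen) or 0.0001% Triton X-100; 5.3 nM AmpC reagent; cpd preinc 15 min RT; nitrocefin (800 uM stock) to start; A480 q20 s × 4 min; Activity was normalised to no-enzyme and no-compound control wells.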
# AmpC detergent: AmpC beta-lactamase inhibition with detergent present. P00811. AmpC hydrolysis of nitrocefin, absorbance 480 nm, 0.01% Triton. Potency, µM (doses to about 114 µM), without a hit: top-dose activity change, negative = inhibition, usual class: inhibitors. 370,000 tested, 0.041% active;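 further: potency means the concentration at half of the fitted maximal effect; 0% = no-compound wells and -100% = no-enzyme wells; nearly all actives have a fitted effect of over 25% in size; some results filed as inactive show a strong effect at the top dose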
#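 AmpC (5.3 nM in the dispensed reagent) in 20 mM phosphate pH 7.0 with 0.01% (detergent screen) or 0.0001% Triton X-100 was preincubated with compounds for 15 min at room temperature. Nitrocefin was then added from an 800 uM solution, and hydrolysis was followed at 480 nm.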
# Starred values were filed as active, the others as inactive; ? = inconclusive; . = no result given; & = joins results of further samples; [ ] = another dose, or the depositor's remark. Unless noted, the call rests on the fitted dose curve; in most records, active means well fitted curve in the direction sought with a large enough effect; inconclusive means small, poorly fitted or top-dose-only effect, or another doubt; inactive means no such curve, though single readings can be large; an effect the other way counts as inactive or inconclusive. Unless noted, on the % scale 0 is the no-effect control and ±100 the full control effect.
1. CC1(C)CC(NC(=O)CCc2ccccc2)CC(C)(C)N1
2. COC(=O)C1C(O)=C(C=Nc2ccc(N)cc2)C(=O)CC1(C)C (configuration not stated)
3. CC1(c2ccccc2)CC(c2ccccc2)=C(C#N)C(=O)N1 (configuration not stated)
4. C/C(CC(=O)NC1CCCC1)=N\NC(=O)c1ccc([N+](=O)[O-])c(Cl)c1
5. COc1ccc(/C=N/NC(=O)c2c(C)nc3ccccn23)cc1[N+](=O)[O-]
6. O=C(Nc1cccc(-c2nc3ccccc3[nH]2)c1)c1ccc(C(=O)Nc2cccc(-c3nc4ccccc4[nH]3)c2)cc1
assay / compound	1	2	3	4	5	6
HCMV antiviral	-11	-19	-35	10	3	-5
Tb PYK inh	-2%	1%	-12%	-8%	3%	0%
LmPK inh	0%	6%	.	1%	5%	-1%
HCV inhibitor	0%	10%	28%	-9%	-6%	?
AMA1 RON2 block	-6%	40%[activator]	-9%	80%[activator]	1%	-1%
AmpC inh no detg	-19%	-17%	.	-26%	-12%	1%
AmpC detergent	-7%	-1%	.	-7%	-12%	-1%

7. C=CCn1c(SCn2nnc3ccccc3c2=O)nnc1-c1ccc(Br)cc1
8. CCCC1=C(C(=O)OCC)C(c2cccs2)n2ncnc2N1 (configuration not stated)
9. Cc1ccc(NC(=O)CN2C(=O)NC(C)(c3ccc(Cl)cc3)C2=O)cc1 (configuration not stated)
10. COc1ccc(NC(=O)c2cc([N+](=O)[O-])ccc2N2CCCC2)cc1S(N)(=O)=O
11. COc1ccc(CCNC(=O)C2CC(O)CN2S(=O)(=O)c2ccc(Cl)cc2)cc1OC (configuration not stated)
12. Cc1ccc(C2c3[nH]c4ccccc4c3CCN2C(=O)CSCc2ccc(F)cc2)cc1 (configuration not stated)
assay / compound	7	8	9	10	11	12
HCMV antiviral	17	-26	-16	-11	-27	-8
Tb PYK inh	4%	-2%	0%	1%	1%	-4%
LmPK inh	6%	-1%	1%	.	.	.
HCV inhibitor	-27%	14%	-13%	-15%	-10%	.
AMA1 RON2 block	0%	-1%	-7%	10%	14%	.
AmpC inh no detg	1%	-19%	13%	-11%	-4%	.
AmpC detergent	?	3%	?	-18%	.	18%

13. c1ccc(CN2CCN(CCN3CCn4c3nc3ccccc34)CC2)cc1
14. COc1cccc(C(=O)NCC(=O)N2CCC3(CC2)NCCc2[nH]cnc23)c1
15. Cn1c(=O)n(CC(=O)O)c(=O)c2c1nc1n2CCS1
16. Cc1cc(C)c2c(=O)nc(SCc3ccccc3C)n(C3CC3)c2n1
17. Cc1ccc2nc(SCCC#N)nc(C)c2c1
18. COc1cc2c(cc1OC)C(C)N(C(=O)Cn1ncc3c1-c1cc(C)ccc1OC3)CC2 (configuration not stated)
assay / compound	13	14	15	16	17	18
HCMV antiviral	12	-11	-5&14	3	-36	-37
Tb PYK inh	-5%	-4%	-7%&3%	-2%	5%	-4%
LmPK inh	1%	4%	-2%&1%	.	1%	10%
HCV inhibitor	-27%	22%	-3%&16%	.	10µM*	?
AMA1 RON2 block	-4%	13%	-5%&-10%	.	0%	-2%
AmpC inh no detg	16%	-27%	-16%&-9%	.	-22%	?
AmpC detergent	?	-1%	-2%&1%	22%	?	?

19. Cc1ccc(SCc2cc(=O)[nH]c(N3CCOCC3)n2)cc1
20. CCc1cccc(NC(=O)c2cc(S(=O)(=O)N3CCCCC3)ccc2N2CCOCC2)c1
21. COCC1CCCCN1Cc1cn[nH]c1-c1ccc(OC)cc1OC (configuration not stated)
22. O=C(CN1CCN(c2ccccc2)CC1)N1N=CCC1c1ccccc1 (configuration not stated)
23. CCCCCn1c(SCCCC)nc2c1c(=O)[nH]c(=O)n2C
24. COc1cccc(/C=C/c2nc(C#N)c(NC3CCCCC3)o2)c1
assay / compound	19	20	21	22	23	24
HCMV antiviral	18	4	-30	-7	56	-6
Tb PYK inh	-10%	5%	-1%	-3%	-17%	-4%
LmPK inh	8%	.	3%	-4%	9%	.
HCV inhibitor	-24%	.	-2%	?	-3%	.
AMA1 RON2 block	16%	-2%	-5%	2%	-5%	.
AmpC inh no detg	-36%	.	-2%	18%	-41%	.
AmpC detergent	-7%	.	2%	-10%	0%	22%

# Profiles, looked up by structure:
# Cc1ccc(SCc2cc(=O)[nH]c(N3CCOCC3)n2)cc1 reads HCMV antiviral = 18; Tb PYK inh = -10%; LmPK inh = 8%; HCV inhibitor = -24%; AMA1 RON2 block = 16%; AmpC inh no detg = -36%; AmpC detergent = -7%
# O=C(CN1CCN(c2ccccc2)CC1)N1N=CCC1c1ccccc1 (configuration not stated) reads HCMV antiviral = -7; Tb PYK inh = -3%; LmPK inh = -4%; HCV inhibitor = ?; AMA1 RON2 block = 2%; AmpC inh no detg = 18%; AmpC detergent = -10%
# CCc1cccc(NC(=O)c2cc(S(=O)(=O)N3CCCCC3)ccc2N2CCOCC2)c1 reads HCMV antiviral = 4; Tb PYK inh = 5%; LmPK inh = .; HCV inhibitor = .; AMA1 RON2 block = -2%; AmpC inh no detg = .; AmpC detergent = .

# Other structures:
25. COC(=O)[C@]1(CC(C)C)N[C@H](c2ccc(-c3cccc(Cl)c3)cc2)[C@@H]2C(=O)N(C)C(=O)[C@@H]21
26. CCCCNC(=S)N(C)/N=C/c1ccc(F)cc1
27. Cc1ccc(/C=N/N2CCN(Cc3ccccc3)CC2)s1
28. COc1c(C)cccc1C(=O)Nc1ccc(CN2CCOCC2)cc1
29. CCCC(=O)c1ccc(N2CCN(C(=O)c3ccccc3)CC2)c(F)c1
30. Cc1ccc(-n2nnnc2SC(C(=O)c2c[nH]c3ccccc23)c2ccccc2)cc1 (configuration not stated)
assay / compound	25	26	27	28	29	30
HCMV antiviral	65	-29	27	34	-9	-7
Tb PYK inh	-2%	-4%	2%	-5%	6%	-6%
LmPK inh	.	-3%	0%	-12%	6%	1%
HCV inhibitor	?	?	6%	-1%	?	-3%
AMA1 RON2 block	0%	16%	-28%	-10%	-4%	-4%
AmpC inh no detg	125%[activator]	-2%	7%	24%	40%	?
AmpC detergent	-11%	?	6%	7%	6%	-11%

31. CCOC(=O)c1c(C)oc2ccc(O)c(CN(C)C)c12
32. COc1cccc(C2C=C(c3cccs3)Nc3ncnn32)c1OC (configuration not stated)
33. O=C(NCCCc1ccccc1)Nc1cccc(Cl)c1
34. O=C(OCC(=O)C12CC3CC(CC(C3)C1)C2)c1ccccc1O
35. COc1ccccc1C(=O)NCCC(=O)N1CCCC(C(F)(F)F)C1 (configuration not stated)
36. Cc1ccc(NS(=O)(=O)c2c(C)[nH]c(C)c2C(=O)N2CCCCC2)c(C)c1
assay / compound	31	32	33	34	35	36
HCMV antiviral	20	.	-23	-1	-23	-22
Tb PYK inh	-6%	-23%	-4%	6%	2%	1%
LmPK inh	2%	0%	1%	.	.	4%
HCV inhibitor	14%	0%	-19%	-2%	24%	16%
AMA1 RON2 block	4%	-4%	28%	17%	20%	-8%
AmpC inh no detg	-7%	-18%	-27%	-10%	.	0%
AmpC detergent	3%	?	6%	.	.	-1%

37. COc1ccccc1N1CCN(C(c2ccc(Cl)cc2)c2nnc(-c3cccc(F)c3)o2)CC1 (configuration not stated)
38. Cc1ccccc1OCCC(=O)N1CCN(S(=O)(=O)c2ccc(Cl)cc2)CC1
39. COc1ccc(C(=O)NC(=S)Nc2ccc3oc(=O)ccc3c2)cc1
40. COc1ccc(N2CCN(C(=O)c3cccc4nc(C)oc34)CC2)cc1
41. Cc1nc(NC(=O)CSc2nnc(C3CC3)n2C)sc1C(=O)N(C)C
42. Nn1c(SCCOc2ccc(Cl)cc2)nnc1-c1cccnc1
assay / compound	37	38	39	40	41	42
HCMV antiviral	-12	-26	-21	1	-35	1
Tb PYK inh	-6%	-10%	-2%	4%	-10%	-5%
LmPK inh	.	.	-4%	-1%	0%	0%
HCV inhibitor	.	4%	?	-10%	10%	-7%
AMA1 RON2 block	.	27%	-9%	-1%	2%	5%
AmpC inh no detg	.	101%[activator]	-22%	10%	-3%	-16%
AmpC detergent	1%	-15%	?	3%	-3%	-12%

43. Oc1ccc(-c2nc3ccccn3c2Nc2ccc3c(c2)OCCO3)cc1
44. CCOc1ccccc1NC(=O)Nc1ccc(Cl)cc1
45. Cc1cc(C)nc(SCc2nnc(SCC(=O)Nc3ccccc3C)n2Cc2ccco2)n1
46. CCCCOc1cccc(NC(=O)CSc2nnc(C)s2)c1
47. Brc1cccc2sc(N3CCN(c4ccccc4)CC3)nc12
48. O=C1C=CC(=O)N1c1cccc2cccnc12
assay / compound	43	44	45	46	47	48
HCMV antiviral	10	-18	41	2	-18	?
Tb PYK inh	-3%	0%	-6%	1%	0%	-10%
LmPK inh	.	-5%	4%	.	8%	.
HCV inhibitor	.	?	-15%	.	1%	21%
AMA1 RON2 block	.	24%	-1%	.	?	?
AmpC inh no detg	.	-5%	25%	.	-25%	.
AmpC detergent	-10%	?	-9%	13%	?	.

49. S=C(NC1CCCCC1)NN1CCOCC1
50. O=C(c1cccc(Br)c1)c1nc2ccccc2[nH]c1=O
51. CC(O)CNC(=O)c1ccc(-c2nn(C)c(=O)c3ccccc23)cc1 (configuration not stated)
52. Cc1ccc(C)c(C2C(=O)c3ccccc3C2=O)c1
53. CS(=O)(=O)N1CCN(c2ccccc2NC(=O)c2ccc(Cl)cc2)CC1
54. CCNCCC(CCC(C)C)c1ccc2c(c1)OCO2 (configuration not stated)
assay / compound	49	50	51	52	53	54
HCMV antiviral	-16	-2	31	-7	-15	45
Tb PYK inh	-2%	3%	.	-4%	2%	13%
LmPK inh	-4%	.	-3%	2%	1%	7%
HCV inhibitor	13%	.	2%	1%	0%	?
AMA1 RON2 block	1%	30%	6%	2%	10%	-11%
AmpC inh no detg	-30%	.	-9%	-18%	-15%	-13%
AmpC detergent	-9%	.	?	-5%	?	?

55. CC1CCCCN1C(=O)CSc1nnc(-c2ccco2)n1CC1CCCO1 (configuration not stated)
56. CC(=O)CC1c2cc(F)ccc2C=C(c2ccsc2)N1c1ccc(C#Cc2cncn2C)cc1 (configuration not stated)
57. CCc1cnc(Nc2nc(C(N)c3ccccc3Cl)cs2)nc1 (configuration not stated)
58. CC(C)C[C@@H](CN1CCC[C@@H]1CN1C(=S)NC[C@@H]1Cc1ccc(O)cc1)N1C[C@H](Cc2ccc(O)cc2)N(CC2CCCCC2)C1=S
assay / compound	55	56	57	58
HCMV antiviral	32	?	-29	-100*
Tb PYK inh	-6%	-1%	2%	-3%
LmPK inh	-1%	.	.	.
HCV inhibitor	8%	.	.	.
AMA1 RON2 block	3%	5%	37%[activator]	17%
AmpC inh no detg	-14%	.	.	.
AmpC detergent	-13%	.	.	.

# Source: PubChem BioAssay (National Center for Advancing Translational Sciences (NCATS))
